Screening data deposited in PubChem BioAssay by Columbia University Molecular Screening Center.
Htt clearance: mutant huntingtin protein clearance | HeLa Exon1htt(103Q)mCFP, aggregate imaging; zero = plate's median compound well | inhibition, % at 1.5 µM | hit rate 0.42% among 47,000 | AID 853;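 active means inhibition of aggregate fluorescence above about 70%, also judged a hit by eye on the cell image, limit read from the data, passing the limit was not always enough; inconclusive means no rule stated for this call; inactive means not judged a hit on image review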;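 further: cells exposed to compound for three days before fixation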
Htt clearance grain fraction: second read-out of Htt clearance, no call of its own (marks repeat the call); fraction fluorescence in grains; measured here: aggregate grain fluorescence fraction; stronger effect = lower value;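 scaled fraction of total cell fluorescence in grains with unit not stated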
Numbers without * were called inactive; u = inconclusive; x = no result given.

[1] Cc1ccc(S(=O)(=O)Nc2nonc2C)cc1
[2] CC(C)(O)C#Cc1ccc(C(=O)N2CCN(C(=O)c3ccco3)CC2)cc1
[3] Cc1cc(NC(=O)CCC2COc3ccccc3O2)no1 (stereo not given)
[4] CCN1CCN(C(c2cccs2)C(C)NC(=O)c2ccccc2)CC1 (stereo not given)
[5] COC(=O)c1c(CSc2cccc(C)c2)noc1C(=O)NCc1ccco1
[6] CC(C)COc1ccc(C(=O)N(Cc2ccco2)C2CCS(=O)(=O)C2)cc1 (stereo not given)
[7] CCN(CC)Cc1csc(C(N)=O)c1
[8] CCOc1ccc2nc(NC(=O)C3CCN(c4cnccn4)CC3)sc2c1
compound no.	1	2	3	4	5	6	7	8
Htt clearance	19	-40	-9	48	20	29	6	-16
Htt clearance grain fraction	31	27	20	17	31	15	17	43

[9] Cc1cc(C)c2c(N)c(C(=O)NCC3CCCCC3)sc2n1
[10] COc1cc(OC)cc(C(=O)OCc2cc3ccccc3[nH]c2=O)c1
[11] Cc1ccc(C2CC(c3ccco3)n3nc(N)nc3N2)cc1 (stereo not given)
[12] O=C(NCCc1ccccc1)c1ccc([N+](=O)[O-])cc1
[13] CC1=CC(=O)C(C(C)C)=C/C1=N/OC(=O)c1cccc([N+](=O)[O-])c1
[14] Cc1cc(NC(=O)CSc2n[nH]c(CC(C)C)n2)no1
[15] CC(=O)c1sc2nc(-c3cccs3)cc(C(F)(F)F)c2c1N
[16] O=C(O)c1ccc(S(=O)(=O)c2ccc3c(c2)C(=O)N(Cc2ccco2)C3=O)cc1
compound no.	9	10	11	12	13	14	15	16
Htt clearance	17	13	-196	17	12	-26	-7	9
Htt clearance grain fraction	17	33	106	18	18	23	19	17

Reformatted: entries from further up
Second line of a record – Htt clearance	Htt clearance grain fraction
#10 COc1cc(OC)cc(C(=O)OCc2cc3ccccc3[nH]c2=O)c1
 : 13	33
#11 Cc1ccc(C2CC(c3ccco3)n3nc(N)nc3N2)cc1 (stereo not given)
 : -196	106

Continuation:
[17] O=C(CSc1nccc(=O)[nH]1)Nc1ccc(F)c(Cl)c1
[18] Cc1ccc(NC(=O)CC2S/C(=N/c3nccs3)N(C)C2=O)c(C)c1 (stereo not given)
[19] O=C(Nc1nc2c(s1)CN(Cc1ccccc1)CC2)c1cccc(S(=O)(=O)N2CCc3ccccc32)c1
[20] CS(=O)(=O)N(CC(=O)N1CCN(c2cccc(Cl)c2)CC1)c1cccc(F)c1
[21] Cc1cccc(OCCCN2CCCCCC2)c1
[22] CCN(CC)C(=O)/C(=C\c1ccc2c(c1)OCO2)NC(=O)c1ccc(Br)cc1
[23] COCCCNC(=O)CN(c1cc(OC)ccc1OC)S(=O)(=O)c1ccccc1
[24] CC(C)(C)NC(=O)CN1CCC(O)(c2ccc3c(c2)OCO3)CC1
compound no.	17	18	19	20	21	22	23	24
Htt clearance	-7	-4	6	-83	-4	-41	-70	-5
Htt clearance grain fraction	21	39	38	39	18	43	35	21

[25] O=C(NCC1CCCO1)c1cc(-c2ccco2)nc2ccccc12 (stereo not given)
[26] CCC(N1CCOC1=O)S(=O)(=O)c1ccc(C)cc1 (stereo not given)
[27] CCCCOC(=O)CNc1nnc(SCC(=O)OCC)[nH]c1=O
[28] O=C(c1cc2c(ccc3ccccc32)oc1=O)N1CCN(CCO)CC1
[29] Cc1[nH]nc2c1C1(CCC3(CC1)OCCO3)C(C#N)=C(N)O2
[30] COc1ccccc1OCC(=O)OCC(=O)Nc1ncc(Cl)cc1Cl
[31] Cc1ccccc1C(=O)NC1CCN(C(=O)N(c2ccccc2)c2ccccc2)CC1
[32] CC(Cl)C(=O)NNc1cccc(Cl)n1 (stereo not given)
compound no.	25	26	27	28	29	30	31	32
Htt clearance	-12	23	-43	-30	43	24	9	-38
Htt clearance grain fraction	39	16	26	42	9.4	15	36	29

Some of these compounds in order of molar mass, high to low:
[28] O=C(c1cc2c(ccc3ccccc32)oc1=O)N1CCN(CCO)CC1
[27] CCCCOC(=O)CNc1nnc(SCC(=O)OCC)[nH]c1=O
[32] CC(Cl)C(=O)NNc1cccc(Cl)n1 (stereo not given)
compound no.	28	27	32
Htt clearance	-30	-43	-38
Htt clearance grain fraction	42	26	29

Fetched by compound from the entries so far (six):
[28] O=C(c1cc2c(ccc3ccccc32)oc1=O)N1CCN(CCO)CC1
[32] CC(Cl)C(=O)NNc1cccc(Cl)n1 (stereo not given)
[18] Cc1ccc(NC(=O)CC2S/C(=N/c3nccs3)N(C)C2=O)c(C)c1 (stereo not given)
[13] CC1=CC(=O)C(C(C)C)=C/C1=N/OC(=O)c1cccc([N+](=O)[O-])c1
[9] Cc1cc(C)c2c(N)c(C(=O)NCC3CCCCC3)sc2n1
[11] Cc1ccc(C2CC(c3ccco3)n3nc(N)nc3N2)cc1 (stereo not given)
compound no.	28	32	18	13	9	11
Htt clearance	-30	-38	-4	12	17	-196
Htt clearance grain fraction	42	29	39	18	17	106

Continued:
[33] CC(C)(C)C(=O)NC1CCN(C(=O)N2CCCC2)CC1
[34] COC(=O)c1cc(COc2ccc3c(c2)oc(=O)c2ccccc23)c(C)o1
[35] Cc1occc1C(=O)NCc1cccc(CNC(=O)c2ccoc2C)c1
[36] Cn1c(C(=O)OCC(=O)NCCc2ccccc2)cc2sccc21
[37] Nc1ncnc2nc(Sc3ccc(Cl)cc3)[nH]c12
[38] COc1ccccc1-n1cnnc1SCC(=O)N1CC(=O)Nc2ccccc21
[39] CCOC(=O)CSc1nc(N)c(C#N)c(-c2cccs2)c1C#N
[40] CCOC(=O)C(Cc1cc(C(C)=O)ccc1OCC)C(=O)OCC
compound no.	33	34	35	36	37	38	39	40
Htt clearance	99*	-44	-84	40	38	18	36	26
Htt clearance grain fraction	0.15*	51	31	13	12	16	24	14

[41] COc1ccc(NC(=O)C2CCCN(S(=O)(=O)c3cccnc3)C2)c(OC)c1 (stereo not given)
[42] COc1ccccc1-c1cc(C(F)(F)F)nc(N2CCCC2)n1
[43] Cc1ccc(OC(=O)c2cccc(C(=O)Oc3ccc(C)cc3)n2)cc1
[44] CCOC(=O)CSc1nc2ccccc2n2cnnc12
[45] CCC(C)NCc1ccc(C(=O)OC)o1 (stereo not given)
[46] CCc1ccc(NC(=O)CNS(=O)(=O)c2c(C)noc2C)cc1
[47] CC(C)CCNC(=O)C1CC(c2cccc([N+](=O)[O-])c2)=NO1 (stereo not given)
[48] CCN(CC(=O)NC1CCS(=O)(=O)C1)c1ccc(S(C)(=O)=O)cc1[N+](=O)[O-] (stereo not given)
compound no.	41	42	43	44	45	46	47	48
Htt clearance	-36	-11	-33	17	-6	36	-15	30
Htt clearance grain fraction	56	41	52	16	42	22	45	28

[49] O=C(Cc1ccccc1)N1CCCC(c2nc(-c3ccc(S(=O)(=O)N4CCCC4)cc3)no2)C1 (stereo not given)
[50] CC(C)(C#N)N([O-])C=C[N+](=O)C(C)(C)C#N
[51] CC1CN(C2CC(C)(C)NC(C)(C)C2)CCC1=O (stereo not given)
[52] COc1ccc(N2C(=O)CCC(C(=O)O)C2c2ccc(F)cc2)cc1 (stereo not given)
[53] O=C(c1cccnc1)N1CCN(C(=O)c2ccco2)CC1
[54] CC(=O)N1CCc2cc(S(=O)(=O)NC(CC(C)C)C(=O)N3CCc4ccccc4C3)ccc21 (stereo not given)
[55] CCOc1cc(-c2nc(-c3ccc(OC)cc3)no2)cc(OCC)c1OCC
[56] Cc1cc(C)nc(NS(=O)(=O)c2ccc(-n3cccc3)cc2)n1
compound no.	49	50	51	52	53	54	55	56
Htt clearance	18	27	3	-5	-18	18	-9	42
Htt clearance grain fraction	15	31	38	37	25	16	23	10

A different layout for some results above.
50) CC(C)(C#N)N([O-])C=C[N+](=O)C(C)(C)C#N
  Htt clearance: 27
  Htt clearance grain fraction: 31

52) COc1ccc(N2C(=O)CCC(C(=O)O)C2c2ccc(F)cc2)cc1 (stereo not given)
  Htt clearance: -5
  Htt clearance grain fraction: 37

(list continues)
[57] CCOC(=O)c1ccc(CSc2n[nH]c(C)n2)o1
[58] c1ccc(-c2csc(Nc3nc(N4CCOCC4)nc(N4CCOCC4)n3)n2)cc1
[59] CCCCOC(=O)C1[C@H]2C(=O)N(CCc3ccccc3)C[C@]23C=C[C@H]1O3 (stereo not given in full)
[60] O=C(c1ccco1)N1CCN(C(=O)c2cc(-c3ccccn3)nc3ccccc23)CC1
[61] CCn1c(=O)c(C(=O)NCc2cccnc2)c(O)c2ccccc21
[62] CCC(=O)Nc1ccc(NC(=O)c2c(C)nc3ccccn23)cc1
[63] Cc1cc(=O)[nH]c(SCc2nc3ccccc3n2Cc2ccccc2)n1
[64] O=C(CCC1COc2ccccc2O1)Nc1ccc(Cl)cn1 (stereo not given)
compound no.	57	58	59	60	61	62	63	64
Htt clearance	-16	-16	0	0	-63	-9	-19	-24
Htt clearance grain fraction	37	44	38	39	59	37	43	23

[65] O=C(/C=C\Nc1cccc(F)c1)c1ccc2c(c1)OCO2
[66] O=C(CN1CCCCC1)Nc1nnc(-c2ccccc2)s1
[67] CC1CCN(S(=O)(=O)c2ccc3c(c2)oc(=O)n3CC(=O)N2CCc3ccccc3C2)CC1
[68] CCOC(=O)c1nnn(-c2nonc2N)c1COc1ccccc1
[69] CN1C(=O)CC(Sc2ncccc2C(=O)O)C1=O (stereo not given)
[70] O=C(COc1ccccc1)Nc1ccccc1N1CCN(c2ccc(F)cc2)CC1
[71] CSc1cccc(NC(=O)CSc2nc3ccccc3o2)c1
[72] CC(=O)c1ccc(NC(=O)c2ccc3nc(-c4ccco4)c(-c4ccco4)nc3c2)cc1
compound no.	65	66	67	68	69	70	71	72
Htt clearance	84*	-1	16	46	9	23	-46	-14
Htt clearance grain fraction	3.3*	20	44	19	33	26	50	27

[73] COCCNC(=O)Cn1nc(-c2ccccc2OC)ccc1=O
[74] NC(=O)C1CCN(S(=O)(=O)c2cccc(S(=O)(=O)N3CCCCC3)c2)CC1
[75] COc1ccc(NC(=O)c2cc(CN3C(=O)c4ccccc4C3=O)ccc2OC)cn1
[76] CCCc1nc(SCC(=O)Nc2cc(C)on2)c2c(=O)n(C)c(=O)n(C)c2n1
[77] Cc1nc2nc(CSc3ccc(Cl)cc3)cc(=O)n2[nH]1
[78] O=C(NC1CCN(C(=S)NCc2ccco2)CC1)C12CC3CC(CC(C3)C1)C2
[79] COc1cc2nc(NCC3CCCO3)n3nc(-c4cccnc4)nc3c2cc1OC (stereo not given)
[80] Cc1cc(Cl)c(S(=O)(=O)NCCC(=O)O)cc1OCC(N)=O
compound no.	73	74	75	76	77	78	79	80
Htt clearance	u	-14	57	19	32	23	24	-18
Htt clearance grain fraction	x	41	16	29	29	30	14	24

[81] CS(=O)(=O)N1CC(C(=O)NC2CC2)Oc2ccc(Cl)cc21 (stereo not given)
[82] Cc1ccc2c(c1)nnn2C1CCN(C(=O)c2cccs2)CC1
[83] O=C(O)Cn1cccc1C(=O)c1ccccc1
[84] COc1ccccc1NC(=S)NNC(=O)c1nn(C)cc1Cl
[85] C=CCCCCCCCCc1nc(=S)[nH][nH]1
[86] CCOC(=O)c1c(C)c(-c2ccccc2)n(CC(=O)N2CCCC2)c1C
[87] O=C(Cn1cnc2ccccc2c1=O)c1ccc2c(c1)OCCO2
[88] CCOC(=O)CC(=O)Nc1ccccc1C(=O)O
compound no.	81	82	83	84	85	86	87	88
Htt clearance	-56	44	-5	-7	-34	-1	22	-22
Htt clearance grain fraction	48	20	42	41	37	50	16	47

[89] CCc1c(C)nc(N)nc1OCC(F)(F)C(F)F
[90] CN(C)S(=O)(=O)n1cnc2ccccc21
[91] O=C(CSc1nccn1Cc1ccccc1)NCc1ccccc1
[92] O=C(O)c1cc(S(=O)(=O)O)ccc1O
[93] Cc1ccccc1-c1ccc(Nc2ccc(N3CCOCC3)cc2)nn1
[94] N#CC1=C(N)OC(c2ccccc2)=C(C#N)C1c1ccc2c(c1)OCO2 (stereo not given)
[95] CCOc1cc(S(=O)(=O)n2nc(C)cc2C)ccc1F
[96] Cn1c(=O)oc2cc(S(=O)(=O)NC3CCN(Cc4ccccc4)CC3)ccc21
[97] COc1cc(/C=C2\SC(c3ccc(C)cc3)=NC2=O)cc(OC)c1OC
[98] Cc1ccc(N2CS(=O)(=O)/C(=C/N(C)C)C2=O)cc1
[99] Cn1c(Cc2cccs2)nnc1SC/C=C/c1ccccc1
compound no.	89	90	91	92	93	94	95	96	97	98	99
Htt clearance	43	5	20	32	17	33	23	-61	-29	28	-2
Htt clearance grain fraction	21	18	16	12	37	13	15	54	46	28	20

This is a subset (hit frequency here may not be typical).
